mIAP activ: mouse IAP activation. 330,000 compounds, 0.24% hits. activation factor at 10 µM. muIAP, CDP-Star luminescence, 30 min; hits give high values; 1 = vehicle-only enzyme signal, 0 = enzyme-free wells;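 active = activation factor of at least 2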; note: the source names both 10 and 20 µM as test concentration; values of inactives mirror those of a sister screen read the other way
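System: mouse IAP enzyme. Reagent: CDP-Star chemiluminescent phosphatase substrate. Benchmarks: DMSO wells, no-enzyme wells. Times: 30 min enzyme-substrate-compound incubation at room temperature. Detection: luminescence from enzymatic CDP-Star hydrolysis. Doses: test compounds delivered from DMSO solution.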
mIAP inh: blocks mouse intestinal alkaline phosphatase. inhibition, % at 10 µM. 330,000 compounds, 0.2% hits. purified mouse IAP, CDP-Star luminescence, 30 min;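 active = inhibition of at least 40% at 10 µM in the primary screen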;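 note: plate controls were DMSO with enzyme for no effect and no enzyme wells for full effect; values of inactives mirror those of a sister screen read the other way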
PfG6PD inh: PfG6PD (Plasmodium falciparum) enzyme inhibition; PfGluPho enzyme, NADPH resazurin-diaphorase fluorescence; inhibition, % at 20 µM; 350,000 compounds, 0.78% hits; AID 504690;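 active = inhibition reaching at least a set limit at 20 µM in the primary screen, cut at about 59% in these data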;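 note: 0% = DMSO wells with substrate and 100% = DMSO wells lacking glucose-6-phosphate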
HKDC1 inh: blocks human hexokinase HKDC1 activity; AID 493160; recombinant HKDC1, G6PDH/diaphorase resazurin coupled fluorescence; inhibition, % at 20 µM; Q2TB90; 340,000 compounds, 0.16% hits;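 active = inhibition above about 35% when tested at 20 µM, limit read from the data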;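 note: plate controls were DMSO wells with enzyme for no effect and DMSO wells lacking enzyme for full effect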
Target sequence (Q2TB90 whole entry, looked up): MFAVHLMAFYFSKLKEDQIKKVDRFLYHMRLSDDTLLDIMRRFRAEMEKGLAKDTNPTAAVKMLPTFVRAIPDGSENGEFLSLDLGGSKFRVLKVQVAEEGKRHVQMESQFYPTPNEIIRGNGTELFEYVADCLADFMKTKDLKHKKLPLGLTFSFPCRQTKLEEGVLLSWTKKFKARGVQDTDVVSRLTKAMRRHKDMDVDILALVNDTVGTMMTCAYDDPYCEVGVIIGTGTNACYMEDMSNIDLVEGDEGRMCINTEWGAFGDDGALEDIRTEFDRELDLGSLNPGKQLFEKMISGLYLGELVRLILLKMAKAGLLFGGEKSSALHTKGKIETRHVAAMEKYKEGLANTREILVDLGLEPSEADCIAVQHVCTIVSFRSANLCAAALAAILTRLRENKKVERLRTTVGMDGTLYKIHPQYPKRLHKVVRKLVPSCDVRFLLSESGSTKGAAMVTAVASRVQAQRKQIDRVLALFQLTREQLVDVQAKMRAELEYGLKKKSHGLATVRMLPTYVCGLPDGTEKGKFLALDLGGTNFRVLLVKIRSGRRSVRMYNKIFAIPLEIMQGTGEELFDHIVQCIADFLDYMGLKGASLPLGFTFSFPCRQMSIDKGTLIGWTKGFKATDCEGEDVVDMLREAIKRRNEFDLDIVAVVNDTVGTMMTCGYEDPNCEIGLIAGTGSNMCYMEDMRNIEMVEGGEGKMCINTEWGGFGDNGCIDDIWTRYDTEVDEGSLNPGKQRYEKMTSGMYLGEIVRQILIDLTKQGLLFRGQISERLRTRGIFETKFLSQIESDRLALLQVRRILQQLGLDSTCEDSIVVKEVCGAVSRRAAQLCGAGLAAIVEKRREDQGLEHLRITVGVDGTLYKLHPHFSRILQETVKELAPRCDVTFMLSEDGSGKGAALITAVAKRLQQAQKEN
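Material – in-house recombinant HK5 (HKDC1) enzyme · Quantity – HKDC1 at 5 µg/mL · Buffer or medium – pH 8.0 Tris buffer with 10 mM MgCl2 · Reagent – glucose with 1 mM ATP · Dosing – single 20 µM dose · Times – reaction time 90 min, room temperature, protected from light · Technique – resorufin fluorescence at 613 nm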
ATG4B inh: blocks human ATG4B protease cleavage of LC3 substrate; Q9Y4P1; ATG4B cleavage of LC3-PLA2, NBD-HPC fluorescence, 1 h; inhibition, % at 8.33 µM; 340,000 compounds, 0.51% hits; in the data active = inhibition above about 40%
hIAP inh: human IAP inhibition. P09923. purified IAP, CDP-Star luminescence, 30 min. inhibition, % at 10 µM. 330,000 compounds, 0.12% hits. AID 2544;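 active = inhibition reaching a set limit with compound at 10 µM in the primary screen, cut at about 35% in these data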;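 note: plate controls were DMSO wells with enzyme for no effect and no-enzyme buffer wells for full effect; values of inactives mirror those of a sister screen read the other way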
hIAP act: increases human intestinal alkaline phosphatase activity | purified human IAP, CDP-Star luminescence, 30 min; hits give high values; 1 = vehicle-only enzyme, 0 = enzyme-free background | 330,000 compounds, 0.16% hits | activation factor at 10 µM | P09923;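 active = activation factor of the enzyme at least 2-fold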; note: the source names both 10 and 20 µM as test concentration; values of inactives mirror those of a sister screen read the other way
APOBEC3A inh: human APOBEC3A DNA deaminase inhibition; P31941; recombinant A3A, FAM/TAMRA ssDNA deamination fluorescence; inhibition, % at 20 µM; 330,000 compounds, 0.41% hits;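 active = at least 40% inhibition at 20 µM here, with at most 30% in a related deaminase screen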;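 note: plate controls were A3A with DMSO for no effect and wells lacking A3A enzyme for full effect; some results filed as inactive read as strong as hits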
Active calls of the source: *.

SMILES	mIAP activ	mIAP inh	PfG6PD inh	HKDC1 inh	ATG4B inh	hIAP inh	hIAP act	APOBEC3A inh
O=C(NC(=S)Nc1nc(-c2ccc(Br)cc2)cs1)c1ccco1	0.84	16	25	-12	3	4	0.96	-3
Cn1cccc1C(=O)N1CCN(S(=O)(=O)c2ccccc2)CC1	0.97	3	-5	-1	-16	8	0.92	0
COc1ccc(-n2c(=O)c3c4c(sc3n(CC(N)=O)c2=O)CCCCC4)cc1	1.1	-9	-8	0	2	12	0.88	-2
O=C(O)c1[nH]c2ccccc2c1C(c1ccccc1)c1c(C(=O)O)[nH]c2ccccc12	0.97	3	-20	9	12	-26	1.3	-1
COc1ccc(-c2nnc(SC3CCOC3=O)n2C2CCCCC2)cc1OC (stereo not given)	0.95	5	18	-8	-7	12	0.89	2
CC(=O)Oc1ccc(-c2csc(Nc3ccc(Cl)cn3)n2)cc1	1	-1	1	-2	-7	-1	1	-6
COc1ccc(NC(=O)Cc2ccccc2)cc1	0.91	9	8	-1	-13	-13	1.1	-6
CC(=O)N1c2ccccc2C2CCCC[C@H]21 (stereo not given in full)	1	0	9	-2	0	-2	1	8
O=C(Cc1c(O)c2ccccc2[nH]c1=O)NCc1ccccc1	0.98	2	-24	-3	1	-10	1.1	-1
CC(C)c1ccc(CNc2ccc(N3CCOCC3)cc2)cc1	0.82	18	36	2	-12	0	1	30
O=C(NNC(=O)c1ccccc1O)c1cc2ccccc2o1	0.73	27	-13	-3	-1	-137	2.4*	0
CC(C)NC(=O)c1ccc2c3n(nc2c1)-c1ccccc1CO3	0.94	6	7	-5	-16	14	0.86	-1
Cc1ccnc(N2C(=O)c3ccccc3C2Nc2cccc(C)c2C)c1 (stereo not given)	0.98	2	3	1	-4	18	0.81	-3
Clc1ccc(-c2cn3cccnc3n2)cc1Cl	0.91	9	-3	3	-6	8	0.92	-4
COC(=O)C1=NNC(C(=O)c2ccco2)C1c1ccc(OC)cc1 (stereo not given)	1.1	-10	5	-14	1	5	0.95	-4
CCSc1nnc(NC(=O)COc2cccc3ccccc23)s1	0.99	0	-11	-10	-7	22	0.78	-4
Cc1ccc(C(=O)NNC(=O)C2CCN(c3nc(C)cc(C)n3)CC2)cc1	1.1	-9	-15	5	-14	-1	1	1
CNS(=O)(=O)c1ccc(NS(=O)(=O)c2ccccc2F)cc1	0.99	1	7	-7	1	12	0.88	0
CC(C)COP(=O)(c1ccc(N(C)C)cc1)C(O)c1ccccc1 (stereo not given)	1.1	-9	-11	-3	1	-16	1.2	-4
CN(Cc1ccccc1)C(=O)c1ccc(NC(=O)Cc2cccc(NC(=O)C3CCCN(C(=O)CCc4ccccc4)C3)c2)cc1 (stereo not given)	1.6	-57	-17	3	-13	19	0.81	-1

Record cards, from the list above. Values in the order: mIAP activ, mIAP inh, PfG6PD inh, HKDC1 inh, ATG4B inh, hIAP inh, hIAP act, APOBEC3A inh
`CNS(=O)(=O)c1ccc(NS(=O)(=O)c2ccccc2F)cc1` is listed with 0.99, 1, 7, -7, 1, 12, 0.88, 0
`COc1ccc(-n2c(=O)c3c4c(sc3n(CC(N)=O)c2=O)CCCCC4)cc1` is listed with 1.1, -9, -8, 0, 2, 12, 0.88, -2
`Cc1ccc(C(=O)NNC(=O)C2CCN(c3nc(C)cc(C)n3)CC2)cc1` is listed with 1.1, -9, -15, 5, -14, -1, 1, 1
`O=C(Cc1c(O)c2ccccc2[nH]c1=O)NCc1ccccc1` is listed with 0.98, 2, -24, -3, 1, -10, 1.1, -1
`COC(=O)C1=NNC(C(=O)c2ccco2)C1c1ccc(OC)cc1` (stereo not given) is listed with 1.1, -10, 5, -14, 1, 5, 0.95, -4

Further results
SMILES	mIAP activ	mIAP inh	PfG6PD inh	HKDC1 inh	ATG4B inh	hIAP inh	hIAP act	APOBEC3A inh
O=C(COC(=O)c1ccc([N+](=O)[O-])o1)Nc1cccc(S(=O)(=O)N2CCOCC2)c1	1.1	-10	17	-13	-7	5	0.95	5
CCOC(=O)CSc1ccc(C(=O)NCCN2CCOCC2)cc1[N+](=O)[O-]	1.1	-9	-2	-3	-12	-14	1.1	-3
Cc1cc(C)c(NC(=O)COc2nncc3ccccc23)c(C)c1	1	-2	-19	-9	-5	12	0.88	0
O=C(Cn1nc(C(F)F)cc1C1CC1)NCCC1=CCCCC1	1	-2	14	-10	-4	-11	1.1	-4
COc1cc(NC(=O)c2ccc3c(c2)OCO3)ccc1NC(=O)c1cccs1	1	-5	23	7	-7	3	0.97	-1
COc1ccc(NC(=O)c2c(C(F)(F)F)nn(C)c2Cl)cc1	0.99	0	-9	-5	-1	4	0.96	-2
CCN(CC(=O)Nc1ccc(NC(C)=O)cc1)C(=O)C12CC3CC(CC(Cl)(C3)C1)C2	1.1	-7	-22	-1	13	8	0.92	8
CCN(CC)c1ccc2ccc(=O)oc2c1	1	0	11	-12	-7	-18	1.2	-4
COc1cccc(C(=O)OC2CCN(C)CC2)c1	1	-1	-1	-8	2	-17	1.2	1
O=C(NCc1ccco1)c1ccc2c(c1)N(Cc1ccccc1)C(=O)CS2=O (stereo not given)	0.93	7	22	1	-6	-3	1	0
CC(C)c1nc(N2CCOCC2)c(C#N)c2c1CCC2	1.1	-7	-13	4	-6	10	0.9	2
C=CCc1cccc(C=Nc2cc(Br)ccc2O)c1O	0.75	25	2	-10	24	-5	1	-4
CN1C(=O)N(C)C2(c3ccccc3)N(C)C(=O)NC12c1ccccc1 (stereo not given)	0.96	4	0	0	-5	12	0.88	3
CC(=O)Nc1c(O)nc(SCC(=O)N2CCCCC2)[nH]c1=O	1	-4	-15	-3	1	19	0.81	-1
Cn1cc([N+](=O)[O-])c(C(=O)Nc2sc3c(c2C#N)CCC3)n1	0.97	3	16	2	-5	-2	1	-5
Cn1nccc1C(=O)Nc1sc2c(c1C(N)=O)CCCC2	0.99	0	7	-3	-8	14	0.85	0
c1cncc(Nc2nc(-c3cccnc3)cs2)c1	0.98	2	-2	-3	8	-6	1.1	6
COc1ccc(N=C(C)C2=C(O)COC2=O)cc1	0.95	5	14	-4	1	15	0.85	3
O=C1c2ccccc2S(=O)(=O)N1CC1CC(c2ccccc2Cl)=NO1 (stereo not given)	1.1	-6	7	-13	15	3	0.97	2
COc1ccc(-c2oc3ccc(-c4cc(OC)c(OC)c(OC)c4)cc3c2C(=O)c2ccc(OC)nc2)cc1	1	-3	18	-1	1	4	0.96	-4

Copied from above for reference:
SMILES	mIAP activ	mIAP inh	PfG6PD inh	HKDC1 inh	ATG4B inh	hIAP inh	hIAP act	APOBEC3A inh
O=C(COC(=O)c1ccc([N+](=O)[O-])o1)Nc1cccc(S(=O)(=O)N2CCOCC2)c1	1.1	-10	17	-13	-7	5	0.95	5
CCOC(=O)CSc1ccc(C(=O)NCCN2CCOCC2)cc1[N+](=O)[O-]	1.1	-9	-2	-3	-12	-14	1.1	-3

The listing continues.
SMILES	mIAP activ	mIAP inh	PfG6PD inh	HKDC1 inh	ATG4B inh	hIAP inh	hIAP act	APOBEC3A inh
COc1cc(C(C)=O)ccc1OCC(=O)OCCCOC(=O)COc1ccc(C(C)=O)cc1OC	1	0	2	-5	-2	-3	1	-1
CC(=O)NCCC1CCN(C(=O)c2cc(COc3ccc(C)nc3)on2)CC1	0.96	4	-9	5	19	-26	1.3	-2
O=C(NCCCNc1ccc(C(F)(F)F)cc1[N+](=O)[O-])c1cc(F)c(F)cc1Cl	0.82	18	1	-4	-4	13	0.87	2
O=S(=O)(Nc1ccncc1Cl)c1cccc(Cl)c1Cl	1	-3	-20	-5	-3	6	0.94	-3
O=C(NCc1nnc(SCC(=O)N2CCCCCC2)o1)c1ccco1	0.79	21	-16	-2	5	-2	1	-1
O=C(N/N=C(\c1ccccc1)c1cccnc1)C(O)(c1ccccc1)c1ccccc1	0.97	3	-4	-5	12	11	0.89	-8
CCOP(=O)(OCC)c1nc(-c2cccc([N+](=O)[O-])c2)oc1N1CCCCC1	0.89	11	9	-7	-7	-2	1	1
CCOC(=O)Nc1ccc2c(C)cc(=O)oc2c1	0.98	2	3	9	13	-3	1	-2
COc1ccc(-c2cc(N3C(=O)Nc4ccccc4N3O)n[nH]2)cc1OC	0.97	3	-6	-7	-12	7	0.93	-1
CS(=O)(=O)N1CCN(c2ccccc2NC(=O)CSc2ccc(Cl)cc2)CC1	0.99	1	12	-6	-8	19	0.81	-1
Cc1ccc(N2C(=O)Nc3cc(Cl)c(Cl)cc3N2O)cc1Cl	1.1	-6	14	-1	11	0	1	1
CN(CC1CCCO1)S(=O)(=O)c1ccc(C(=O)Nc2ccc([N+](=O)[O-])cc2)cc1 (stereo not given)	0.87	13	16	-5	-10	-7	1.1	-1
COc1ccc(-n2c(SCC(=O)NC3CC3)nc3ccccc3c2=O)cc1OC	1	-3	-24	3	13	9	0.91	-5
NC(=O)NC(CC(=O)NCCCc1ccccc1)c1ccccc1Cl (stereo not given)	1.1	-8	9	-10	14	0	1	1
COc1ccc(-c2noc(C3CCCN(C(=O)c4ccccc4C)C3)n2)cc1 (stereo not given)	1	-4	-9	0	2	11	0.89	-6
Cc1cccc(NC(=S)N(CCN2CCOCC2)Cc2cc3cc4c(cc3[nH]c2=O)OCCO4)c1	0.96	4	-6	17	-4	-2	1	-3
OC(COc1ccc(Cl)cc1)CSc1ccccn1 (stereo not given)	1	-4	-8	2	0	-3	1	0
COC(=O)C1=CN(Cc2ccc(OC)cc2)C=C(C(=O)OC)C1c1cc(OC)c(OC)c(OC)c1	1.2	-24	11	7	-9	-20	1.2	0
COc1cc(C(=O)NCc2cn3cccc(C)c3n2)cc(OC)c1OC	1	-1	8	-4	-17	3	0.97	-8
CN(CC(=O)Nc1cccc(F)c1)CC(=O)Nc1ccc(Cl)cc1[N+](=O)[O-]	0.95	5	11	1	-6	-2	1	6
